Source: PubChem (National Center for Advancing Translational Sciences (NCATS))
GLS inh – inhibitors of human glutaminase (GLS). O94925. GLS enzymatic activity, qHTS titration. Potency, µM (titrated, usually from 45.5 µM), for the others: at the highest dose activity change, negative = inhibition, most hits filed as inhibitors. 410,000 tested, 0.21% active. AID 624170; further: potency means the concentration at half of the fitted maximal effect; on the % scale 0 is the no-effect control and ±100 the full control effect
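hKGA in 45 mM KH2PO4 (pH 8.2), 0.02% Tween-20 with compound, then 1mM L-Glutamine (stock as added) plus glutamate oxidase/HRP/Amplex red coupling mix. Fluorescence read initially and after 30 min at RT; signal change reflects glutamate formation.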
HP1b binding inh – blocks HP1-beta chromodomain binding to methylated histone tails; AlphaScreen HP1-beta / biotin-H3K9me3 peptide binding; Potency, µM (titrated, usually from 114 µM), without a hit: at the top dose activity change, negative = inhibition, usual class: inhibitors; 390,000 tested, 0.56% active; further: potency means the concentration at half of the fitted maximal effect; nearly all actives have a fitted effect of over 70% in size; inactives centre near 23
Target sequence (P83916 whole entry, looked up): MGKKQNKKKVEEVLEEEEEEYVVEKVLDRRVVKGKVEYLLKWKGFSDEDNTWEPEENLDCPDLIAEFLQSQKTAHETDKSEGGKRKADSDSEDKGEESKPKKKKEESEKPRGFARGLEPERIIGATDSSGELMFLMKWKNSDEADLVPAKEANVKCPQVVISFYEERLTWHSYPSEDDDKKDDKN
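AlphaScreen: HP1-beta (50 nM) preformed 30 min with biotin-H3(1-18)K9me3 peptide (50 nM) in PBS pH 7.4, 0.01% Tween-20. Compound added for 30 min at RT, then streptavidin donor/nickel chelate acceptor beads (10 ug/mL) for 30 min.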
TrxR1 substrate – substrates of rat thioredoxin reductase 1; O89049; purified TrxR1 substrate turnover, NADPH consumption readout; Potency, µM (titrated, usually from 114 µM), for inactives: at the top dose activity change, negative = substrate turnover; 390,000 tested, 0.01% active; AID 588456; further: potency means the concentration at half of the fitted maximal effect; on the % scale 0 is the no-effect control and ±100 the full control effect; nearly all actives have a fitted effect of over 50% in size
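Rat TrxR1, dispensed at 90 nM, was prereduced with 400 uM NADPH (final) for 5 min at ~22 deg C, then incubated with compound 15 min before 400 uM selenite. A first-read NADPH fluorescence drop versus no-compound background flagged substrates.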
IDH1 R132H inh – blocks human mutant IDH1 R132H enzyme; IDH1-R132H enzyme, NADPH consumption, diaphorase/resazurin fluorescence; Potency, µM (highest dose often 76.6 µM), for inactives: at the top dose activity change, negative = inhibition, most hits filed as inhibitors; 390,000 tested, 0.093% active; further: potency means the concentration at half of the fitted maximal effect; on the % scale 0 is the no-effect control and ±100 the full control effect; nearly all actives have a fitted effect of over 65% in size
Target sequence (O75874 whole entry R132H, stated change not applied): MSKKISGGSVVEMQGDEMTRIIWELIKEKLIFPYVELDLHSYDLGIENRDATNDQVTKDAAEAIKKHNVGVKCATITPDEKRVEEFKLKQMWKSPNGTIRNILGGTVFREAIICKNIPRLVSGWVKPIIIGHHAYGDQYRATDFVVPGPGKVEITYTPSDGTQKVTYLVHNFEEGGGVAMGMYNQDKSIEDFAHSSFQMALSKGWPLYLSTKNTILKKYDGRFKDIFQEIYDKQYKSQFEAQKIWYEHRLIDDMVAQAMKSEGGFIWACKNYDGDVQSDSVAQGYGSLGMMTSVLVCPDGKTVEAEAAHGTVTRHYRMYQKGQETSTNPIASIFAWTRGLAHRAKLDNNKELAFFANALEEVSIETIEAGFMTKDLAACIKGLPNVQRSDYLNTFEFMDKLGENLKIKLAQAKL
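IDH1-R132H (0.5 ug/mL) preincubated 30 min with compound, then NADPH (0.016 mM) and alpha-KG (2 mM) added; 80 min at RT, pH 7.5. Remaining NADPH coupled via diaphorase/resazurin to fluorescence (540/590 nm); concentration-response curves normalized to no-enzyme control.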
USP1 inh – blocks the human USP1/UAF1 deubiquitinase complex; Potency, µM (top dose mostly 57.1 µM), inactives show at the top dose activity change, negative = inhibition, hits mostly inhibitors; recombinant USP1/UAF1, Ub-Rhodamine cleavage fluorescence; 390,000 tested, 0.23% active; O94782; further: potency means the concentration at half of the fitted maximal effect; on the % scale 0 is the no-effect control and ±100 the full control effect; nearly all actives have a fitted effect of over 60% in size; inactives centre near -12
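Step one: compound is pinned into 1nM USP1/UAF1 in HEPES pH 7.8 buffer with TCEP. Step two: 15 min room-temperature incubation. Step three: Ub-Rho (150nM final) starts cleavage, tracked by fluorescence over six one-minute reads.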
TrxR1 inh – rat TrxR1 inhibition. recombinant rTrxR1, NADPH fluorescence consumption, selenite substrate. Potency, µM (doses to about 114 µM), for inactives: at the highest dose activity change, negative = inhibition, hits mostly inhibitors. 390,000 tested, 1% active. O89049; further: potency means the concentration at half of the fitted maximal effect; on the % scale 0 is the no-effect control and ±100 the full control effect; nearly all actives have a fitted effect of over 65% in size
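Rat TrxR1 (90 nM in the dispensed reagent) was pre-reduced with 400 uM NADPH for 5 min at room temperature, then incubated with compound for 15 min. After 400 uM selenite was added, NADPH fluorescence (Ex 340/Em 450 nm) was followed for 8 min.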
PGK inhibitor – T. brucei PGK inhibition | PGK/GAPDH coupled, Kinase-Glo luminescence, 60 min | P07378 | Potency, µM (top dose mostly 57.5 µM), for inactives: top-dose activity change, negative = inhibition, most hits filed as inhibitors | 380,000 tested, 0.043% active; further: potency means the concentration at half of the fitted maximal effect; on the % scale 0 is the no-effect control and ±100 the full control effect; nearly all actives have a fitted effect of over 60% in size
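Luminescent ATP detection (Kinase-Glo Plus) follows a 60-minute room-temperature incubation, with wells lacking PGK as controls. Buffer: 100 mM TEA (pH 7.6), 5 mM MgCl2, 0.01% Tween-20. Coupling enzyme GAPDH (100 nM final) supplies unstable 1,3-BPG in-well.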
Pin1 inhibitor – blocks the human prolyl isomerase Pin1; Potency, µM (series often up to 115 µM), without a hit: at the highest dose activity, negative = inhibition, usual class: inhibitors; 390,000 tested, 0.009% active; Q13526; Pin1 FP peptide displacement, HiFluor488, 10 min; active means well fitted inhibition curve with a large enough effect in the polarisation, with a control signal flat, not every such curve was filed as active; inconclusive means small, poorly fitted or top-dose-only effect, or effect the other way, or a change in a side signal; inactive means no such curve, though single readings can be large or run the other way; the % refers to the polarisation; further: potency means the concentration at half of the fitted maximal effect; on the % scale 0 is the no-effect control and ±100 the full control effect
Target sequence (Q13526 whole entry, looked up): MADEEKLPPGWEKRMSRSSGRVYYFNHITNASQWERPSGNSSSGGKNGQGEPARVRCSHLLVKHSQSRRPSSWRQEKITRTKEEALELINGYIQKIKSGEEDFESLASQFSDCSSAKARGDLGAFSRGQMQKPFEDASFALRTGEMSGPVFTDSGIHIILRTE
PI4K2A inh – inhibitors of human PI4K2A | purified PI4K2A, ADP-Glo luminescence, 1 h; hits give low values | activity change, negative = inhibition, % at 76.9 µM | 420,000 tested, 0.13% active | Q9BTU6 | AID 1346378; in the data active means activity change below about -50%; inconclusive means mostly about -30% to -49%;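 further: -100% = wells without enzyme as full effect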
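ADP-Glo luminescence measured ADP generated by PI4K2A enzyme (4 ug/mL before mixing) with 1.2 mM PI substrate (pre-mix) and 300 microM ATP (pre-mix). Tris pH7.5 buffer with MgCl2, Triton X-100; 1 h reaction at ambient temperature.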
* = called active by the depositor; i = inactive; ? = inconclusive; . = no result given; [ ] = remark or other dose. Unless noted, the call rests on the fitted dose curve; in most records, active means well fitted curve in the direction sought with a large enough effect; inconclusive means small, poorly fitted or top-dose-only effect, or another doubt; inactive means no such curve, though single readings can be large; an effect the other way counts as inactive or inconclusive.

SMILES	GLS inh	HP1b binding inh	TrxR1 substrate	IDH1 R132H inh	USP1 inh	TrxR1 inh	PGK inhibitor	Pin1 inhibitor	PI4K2A inh
O=C(CN1CCN(c2ccc(O)cc2)CC1)Nc1ccc(-c2ccccc2)cc1	37%[activator]	79µM*	11%	-14%	-17%	7%	-8%	5%	1
CCC(=O)c1ccc(OCC(O)Cn2nc(C)c(C(C)=O)c2C)cc1 (centres undefined)	2%	2%	8%	4%	-20%	23%	-10%	-2%	1
CCCCn1c(SCC(=O)Nc2cc(C)on2)nc2ccccc2c1=O	-1%	6%	8%[57.1 µM]	2%	-8%	23%[57.1 µM]	-5%	0%	1
Cc1nn(-c2ccccc2)c2c1N(CCCC(=O)NCc1ccc(Cl)cc1)C(=O)CS2	1%	-13%	1%[57.1 µM]	12%	-23%	15%[57.1 µM]	i	21%	0
CSc1nc(-c2ccccc2F)c(C#N)c(=O)n1C	7%	39%	0%	7%	-13%	14%	-9%	-8%	-3
CN(CC(=O)Nc1cccc(F)c1)C(=O)c1cccnc1Sc1ccccc1Cl	2%	32%	-2%	13%	-16%	12%	-4%	-10%	1
CSCC[C@H](NC(=O)NCc1ccc(F)cc1)C(=O)O	0%	34%[activator]	-9%	8%	-13%	-7%	-9%	1%	10
CC(C)CN=Cc1c(O)c([N+](=O)[O-])cc2oc3c(c12)CCCC3	-12%	-11%	-15%	8%	1%	-23%	-11%	11%	-7
Cc1ccc2oc(=O)c(/C=C(\O)c3ccco3)nc2c1	-4%	36%	-4%[57.1 µM]	3%	?	12%[57.1 µM]	i	?	-1
COC(=O)c1c(NC(=O)CS(=O)(=O)c2ccc(C)cc2)sc2c1CCCC2	-7%	1%	-9%[57.1 µM]	27%	-23%	8%[57.1 µM]	0%	2%	0
Cc1ccc(C(=O)N2CC(=O)Nc3ccc(F)cc3C2c2ccccc2)cc1 (centres undefined)	-24%	-1%	-7%	-1%	-4%	-9%[57.1 µM]	-2%	-3%	5
Cc1ccc(C)c(CSCC(=O)NCc2cccs2)c1	-5%	51%[activator]	12%[11.4 µM]	6%	-23%	29%[11.4 µM]	-2%	2%	-10
CCc1cccc2c(C(=O)CN3C(=O)NC4(CCCCCC4)C3=O)c[nH]c12	-1%	25%	-5%	-4%	-19%	5%	-2%	-2%	4
COc1ccc(F)cc1C(=O)C1CCCN(Cc2c(C)n(C)n(-c3ccccc3)c2=O)C1 (centres undefined)	-3%	-1%	8%[57.1 µM]	0%	-23%	16%[57.1 µM]	i	2%	7
O=C(O)CSC1c2ccccc2C(=O)N1Cc1ccccc1 (centres undefined)	10%	10%	-8%	1%	5%	-2%	-3%	1%	9
COc1ccc(C(=O)NCC(=O)OCc2cccc(Br)c2)cc1	0%	26%	7%[57.1 µM]	6%	-13%	0%[57.1 µM]	-6%	-1%	8
CC(=O)ON1C(C)(C)CC(OC(=O)c2ccccc2)CC1(C)C	13%	32%	-6%	2%	0%	2%[57.1 µM]	i	-15%	2
O=C(CN(C(=O)c1csnn1)c1cccc2ccccc12)NCc1ccc(F)cc1	-1%	-25%	-2%[57.1 µM]	0%	-15%	8%[57.1 µM]	-1%	?	1
Cc1cc(C(=O)CSC(C)c2nc3ccccc3c(=O)[nH]2)c(C)n1C (centres undefined)	3%	11%	-9%	-2%	-11%	-20%	-9%	?	-2
O=C(Nc1ccccc1C(=O)N1CCN(Cc2ccccc2)CC1)c1ccc(F)cc1	10%	-5%	-11%	-5%	-1%	-13%	i	1%	5
CCCCOC(=O)Nc1nc(CC(=O)OCC)cs1	12%	14%	-3%	1%	-1%	8%	-6%	0%	1
CC(=O)Nc1ccc(Nc2nc(Nc3ccc(Cl)cc3)nc(N3CCOCC3)n2)cc1	.	3%[57 µM]	13%[0.0914 µM]	.	.	27%[0.0914 µM]	.	14%	.
CCC1(CC)NC(=O)N(CC(=O)Nc2ccc(C)cc2C)C1=O	-23%	16%	6%	2%	-11%	21%	-9%	4%	-3
Cc1oc(-c2ccccc2)nc1C(=O)OCC(=O)NCc1ccc(F)cc1	-4%	.	.	10%	?	.	i	.	-2
O=S(=O)(NC1=NCCCCC1)c1ccc(F)cc1F	4%	24%	1%	1%	-14%	-5%	4%	-1%	-5
Cc1cc(C(=O)N2CCN(c3cccc(Cl)c3)CC2)c2c(C)nn(-c3ccccc3Cl)c2n1	0%	20%	1%	-7%	?	23%	-3%	1%	1
C[C@@H](C(=O)Nc1ccc2c(c1)OCCO2)n1nnc2ccccc2c1=O	-5%	23%	4%	-4%	-22%	14%	0%	6%	-2
Cc1cccc(NC(=S)NC(C)CCc2ccccc2)c1 (centres undefined)	-7%	21%	3%[57.1 µM]	21%	-3%	-4%[57.1 µM]	-5%	-4%	0
CCOc1cc(N2CCOCC2)c(OCC)cc1NC(C)C(=O)N1CCC(C)CC1 (centres undefined)	27%	-5%	-16%	11%	-26%	-28%	-1%	?	-7
Nc1ccc2c(c1)Cc1cc(N)c(Br)cc1-2	37%[activator]	?	10%[57.1 µM]	0%	-16%	0%[11.4 µM]	i	-3%	-2
CCOc1ccc(/C(O)=C2/C(=O)C(=O)N(CC3CCCO3)C2c2ccc(C)o2)cc1 (centres undefined)	7%	49%[activator]	-15%	2%	-18%	2%[57.1 µM]	1%	1%	0
O=C(Nc1ccccc1Cl)c1cc(S(=O)(=O)N2CCOCC2)cs1	.	27%	-3%	5%	-13%	-1%	i	-10%	-6
COc1ccc(NS(=O)(=O)c2ccc(NS(C)(=O)=O)cc2)cc1	11%	58%[activator]	-5%	0%	-6%	12%	.	5%	4
CNC(=O)C1CN(C(=O)c2nn(Cc3ccccc3)c(=O)c3ccccc23)c2ccccc2O1 (centres undefined)	-1%	.	.	-5%	-7%	.	-2%	.	0
O=C(NCc1ccccc1)C1=C[C@H](c2coc3ccccc3c2=O)C[C@H](OCCCCO)O1	-7%	?	-7%	-6%[38.3 µM]	-27%	-13%	-1%	2%	4
Cc1c2cnn(-c3ccccc3)c(=O)c2c(C)n1C(C)C(=O)Nc1ccc(Br)cc1F (centres undefined)	-15%	4%	-2%	-1%	-6%	3%	-10%	2%	-1
CC(C)(C)c1cc(C(=O)NNC(=O)Nc2ccccc2)n(Cc2ccccc2)n1	1%	36%	-2%	-5%	-24%	14%	-2%	-2%	-4
O=C(NCCC(c1ccccc1)c1ccccc1)c1cnc2sccn2c1=O	3%	52%[activator]	19%	3%	-16%	35%	i	4%	4
COc1ccccc1C(=O)NNC(=O)CN1C(=O)c2ccccc2C1=O	7%	11%	-11%	2%	-9%	-10%	-9%	-4%	3
Cc1sc2ncnc(SC(C)C(=O)N3c4ccccc4Sc4ccccc43)c2c1C (centres undefined)	-4%	36%	-5%[11.4 µM]	8%	-12%	7%	0%	14%	0
CCc1ccc(NS(=O)(=O)c2ccc(C(=O)N(C)C)s2)cc1	4%	11%	-1%[57.1 µM]	3%	-4%	13%[57.1 µM]	-7%	-10%	0
Cn1c(-c2ccc(Cl)cc2)cnc1NCc1cc2c(cc1[N+](=O)[O-])OCO2	12%	-83%	1%	-2%	-22%	15%	0%	-15%	1
CC(C)Oc1ccc(S(=O)(=O)N2CCOCC2)cc1NC(=O)Cc1ccsc1	-5%	10%	-12%	6%	-3%	12%[57.1 µM]	1%	5%	1
COc1cccc2[nH]c(C(=O)NCC3CCCO3)cc12 (centres undefined)	0%	35%	107%[activator]	0%	-19%	32%	-10%	-11%	-2
COCc1c(C#N)c(NCCc2ccccc2)nc(C)c1[N+](=O)[O-]	-5%	21%	-5%[11.4 µM]	7%	-11%	-2%	-11%	6%	-2
COC(=O)c1cc(NC(=O)COC(=O)C2CCC2)cc(C(=O)OC)c1	20%	17%	-6%	2%	-3%	-10%	i	-1%	-2
O=[N+]([O-])c1cccc2[nH]ncc12	4%	18%	-11%	4%	-15%	-14%	6%	-6%	11
Oc1ccc(NC(=S)N=Nc2c(O)[nH]c3ccc(Br)cc23)cc1	-3%	?	-4%[57.1 µM]	-11%	-17%	-9%[57.1 µM]	-12%	22%	-3
CCOC(=O)CSc1nc2ccccc2c(=O)n1CC1CCC(C(=O)NCc2ccco2)CC1 (centres undefined)	0%	28%	3%	1%	-21%	7%	0%	4%	2
CC(C)(C)NC(=O)CSc1nc2cc(S(=O)(=O)N3CCCCC3)ccc2o1	-3%	25%	-3%	-13%	-15%	18%	i	-3%	0
[O-]/C(=C(\C(=S)NCc1ccccc1)[n+]1ccccc1)c1ccc(Cl)s1	5%	?	4%[57.1 µM]	-4%	-19%	-8%[57.1 µM]	-7%	1%	-3

These rows are one share of the data. The share of hits here may be higher or lower than overall.
